Runt-CBFb FRET – inhibitors of human RUNX1 Runt domain binding to CBFb | Q01196+Q13951 | Cerulean-Runt/Venus-CBFb FRET ratio 530/480, 1 h | inhibition, % at 20 µM | actives 0.46% (n = 220,000) | AID 1496;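 active = inhibition over about 50% at 20 µM in the single-dose screen, limit read from the data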;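 also: 0% = DMSO wells and 100% = excess unlabeled CBFb competitor control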
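test system = Cerulean-tagged RUNX1 Runt domain (FRET donor) fusion protein | reagent = Venus-CBFb binding partner, 100 nM | incubation = protein complex preformed 1 h, compound exposure 1 h, room temperature, dark | detection = FRET fluorescence | read-out basis = loss of energy transfer signal | controls = 5 µM unlabeled CBFb as full-inhibition high control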
TbHK1 inh – blocks Trypanosoma brucei hexokinase 1 activity. actives 0.11% (n = 220,000). inhibition, % at 10 µM. recombinant TbHK1, G6PDH-coupled NADH A340;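 active = inhibition of 50% or more in the single-dose primary screen; inactive = inhibition below 50%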
14-3-3 Bad PPI – disrupts binding of bovine 14-3-3 zeta to phospho-Bad peptide; TR-FRET 14-3-3zeta/Dy647-pBad peptide displacement, 1 h; inhibition, % at 21.7 µM; actives 0.71% (n = 220,000);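 active = inhibition above about 70%, limit read from the data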;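 also: 0% = full 14-3-3 plus peptide FRET controls and 100% = background without 14-3-3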
Runt-SMMHC FRET – blocks binding of human RUNX1 Runt domain to CBFb-SMMHC. Q01196+Q13951. Cerulean-Runt/Venus-CBFb-SMMHC FRET ratio 530/480, 1 h. inhibition, % at 20 µM. actives 0.74% (n = 220,000);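 active = mean inhibition across duplicate retests at 20 µM reaching about 50%, limit read from the data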;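 also: 0% = DMSO wells and 100% = wells with excess untagged CBFb-SMMHC; inhibitors lower the FRET ratio by blocking Runt binding to CBFb-SMMHC; some results filed as inactive read as strong as hits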
zVAD death inh – L929 zVAD cell death inhibition. viability rescue, % at 10 µM. actives 0.38% (n = 220,000). L929 zVAD necroptosis rescue, ATP luminescence, 24 h; with zVAD 60 µM. AID 1377;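 active = activation, scaled between plate controls, above about 75%, limit read from the data; inactive = activation under that limit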;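 also: 0% = zVAD with DMSO and 100% = DMSO alone without zVAD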
p47phox inh – blocks human p47phox regulatory protein of NADPH oxidases | P14598 | p47phox/p22phox peptide binding, fluorescence polarization, 2 h | inhibition, % at 24.7 µM | actives 0.53% (n = 220,000);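 active = inhibition above about 30%, limit read from the data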;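 also: 0% = p47phox with labelled peptide and 100% = labelled peptide alone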
Mdm2 ligase inh – Mdm2 E3 ligase (human) inhibition | Q00987 | cell-based MDM2 ubiquitination luciferase reporter, 2 h; 0 = plate control, 100 = twice control, blank-subtracted | AID 1230 | actives 0.11% (n = 210,000) | signal enhancement, % at 5 µM;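 active = signal enhancement of 30% or more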;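 also: luminescence tracks abundance of the self-degrading MDM2-luciferase fusion protein; higher signal means inhibition of MDM2 E3 ligase activity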
Target sequence (Q00987 whole entry, looked up, the tested form may be a part): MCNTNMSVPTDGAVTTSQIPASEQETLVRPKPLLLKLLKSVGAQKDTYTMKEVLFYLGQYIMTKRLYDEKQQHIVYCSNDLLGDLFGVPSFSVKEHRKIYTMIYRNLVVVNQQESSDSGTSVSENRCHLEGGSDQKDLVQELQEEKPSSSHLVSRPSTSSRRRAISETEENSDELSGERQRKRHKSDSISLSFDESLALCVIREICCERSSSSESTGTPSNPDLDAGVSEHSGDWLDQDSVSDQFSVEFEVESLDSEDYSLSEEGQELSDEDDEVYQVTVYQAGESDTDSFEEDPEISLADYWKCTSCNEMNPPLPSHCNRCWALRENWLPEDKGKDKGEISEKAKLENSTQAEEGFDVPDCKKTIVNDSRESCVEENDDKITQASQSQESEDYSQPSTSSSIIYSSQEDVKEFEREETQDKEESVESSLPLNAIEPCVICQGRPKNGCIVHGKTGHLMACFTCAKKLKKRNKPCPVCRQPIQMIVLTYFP
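test system = mammalian cells stably expressing self-ubiquitinating, self-degrading MDM2 E3–luciferase fusion | quantity = 2000 cells/well | incubation = cell settling 4 h, compound treatment 2 h, both 37 °C | signal = luminescence with SteadyLite reagent, 15 min at room temperature | evaluation = % enhancement relative to plate controls after blank subtraction | benchmarks = plate controls and plate blanks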
EBV gp42 inh – EBV gp42 inhibition. Q1HVG2. Fluorescence polarization binding assay, mP read-out. inhibition, % (tested at 21.74 µM). actives 0.42% (n = 220,000). AID 1085; in the data active = inhibition above about 50%
Hck Nef HTS – inhibitors of human Hck kinase activated by Nef. P08631. Recombinant Hck-YEEI plus Nef, Z-Lyte FRET kinase assay. inhibition, % at 20 µM. actives 0.68% (n = 220,000). AID 463187;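 active = Hck-Nef kinase inhibition above about 50%, limit read from the data; inactive = inhibition below that limit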;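 also: 0% = DMSO with Hck plus Nef and 100% = Hck alone without Nef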
Target sequence (P08631 whole entry, looked up): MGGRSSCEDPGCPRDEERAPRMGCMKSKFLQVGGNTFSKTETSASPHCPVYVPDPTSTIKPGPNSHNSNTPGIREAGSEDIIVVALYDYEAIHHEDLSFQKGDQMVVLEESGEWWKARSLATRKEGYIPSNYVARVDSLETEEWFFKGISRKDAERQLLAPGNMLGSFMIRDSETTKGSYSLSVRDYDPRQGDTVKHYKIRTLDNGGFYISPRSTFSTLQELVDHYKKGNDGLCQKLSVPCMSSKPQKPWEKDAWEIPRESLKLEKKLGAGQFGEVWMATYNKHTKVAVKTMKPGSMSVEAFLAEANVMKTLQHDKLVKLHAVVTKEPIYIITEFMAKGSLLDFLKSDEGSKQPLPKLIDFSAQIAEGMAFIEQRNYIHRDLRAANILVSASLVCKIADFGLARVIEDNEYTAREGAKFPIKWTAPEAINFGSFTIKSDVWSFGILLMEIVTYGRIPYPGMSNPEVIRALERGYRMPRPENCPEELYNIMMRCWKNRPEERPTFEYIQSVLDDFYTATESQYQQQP
* = called active by the depositor; x = not tested or not shown; [ ] = another dose, or the depositor's remark. This is a random part of the collection. About 3.2% of those tested had a hit in this group.

1	O=C(O)c1ccc(NCCC2=CCCCC2)c([N+](=O)[O-])c1
2	COc1cc([N+](=O)[O-])ccc1N
3	Cc1ccccc1N(C)S(=O)(=O)c1ccc2[nH]cc(C(=O)NCC3CCCO3)c(=O)c2c1 (configuration not stated)
4	Cn1cnc(S(=O)(=O)Nc2ccc(OC(F)(F)F)cc2)c1
5	COc1cc(C(=O)OCC(=O)N(C)Cc2ccccc2)cc(OC)c1OC
6	COCCn1c(Sc2ccc(C)cc2)nc2c1c(=O)[nH]c(=O)n2C
7	CCOC1=NN(c2ncc(C(F)(F)F)cc2Cl)C(=O)C1
8	Cc1ccccc1NC(=S)NC(C)C(c1cccs1)N1CCOCC1 (configuration not stated)

assay / entry	1	2	3	4	5	6	7	8
Runt-CBFb FRET	-5	2	-2	2	-3	-1	-2	0
TbHK1 inh	4	-17	-12	-8	-3	2	-2	0
14-3-3 Bad PPI	-3	-2	21[fluorescence artefact?]	-3	-5	14	-20	-5
Runt-SMMHC FRET	-6	-3	-3	1	2	-1	4	-6
zVAD death inh	-0.2	1.7	0.9	-0.5	0.2	0.1	1.0	x
p47phox inh	-4	-24	-15	x	-8	2	-6	1
Mdm2 ligase inh	-15	-3	6	x	-3	-6	-22	x
EBV gp42 inh	-2	-8	-5	-6	-20	-10	-7	4
Hck Nef HTS	13	1	-1	-8	1	6	25	-3

Results in sequence from above.
Runt-CBFb FRET, nos. 5–8: -3, -1, -2, 0
14-3-3 Bad PPI, nos. 5–8: -5, 14, -20, -5

Further compounds follow:
9	O=C(NCCCn1ccnc1)c1noc2c1CCc1ccccc1-2
10	OCC1(Cc2ccccc2)CCN(Cc2ccc(C(F)(F)F)cc2)CC1
11	O=C(Cc1cc(=O)[nH]c(=O)[nH]1)NCC1CCCO1 (configuration not stated)
12	Cc1cc(C)nc(SCC(=O)OCN2C(=O)c3ccccc3C2=O)n1
13	O=C1OCCN1C(=O)[C@H]1[C@H](c2ccc(Cl)cc2)C(c2cccc(Cl)c2)=NN1c1ccccc1
14	Cc1oc(-c2ccc3ccccc3c2)nc1CN(C)C(C)c1ccncn1 (configuration not stated)
15	CSc1nc2c(c(-c3ccc(O)cc3)c1C#N)CCC2
16	CC(C)n1c(O)c(N=Nc2ccc(Cl)c(C(=O)O)c2)c2ccccc21

assay / entry	9	10	11	12	13	14	15	16
Runt-CBFb FRET	0	-3	5	x	28	x	-1	-23
TbHK1 inh	-15	4	-8	0	-9	-10	2	-19
14-3-3 Bad PPI	1[fluorescence artefact?]	-18	8	3	2	-10	6	2
Runt-SMMHC FRET	1	0	10	0	57	x	0	-49
zVAD death inh	2.9	0.5	0.3	-0.3	-0.5	8.9	1.4	0.1
p47phox inh	-15	11	30	3	-1	-10	-8	-30
Mdm2 ligase inh	-9	-9	-5	-28	x	26	-8	x
EBV gp42 inh	-9	-8	8	9	-14	-3	-6	-21
Hck Nef HTS	0	-3	0	-1	11	23	6	25

17	CSc1ncc(S(=O)(=O)c2ccccc2)c(=O)[nH]1
18	CCOC(=O)c1c(NC(=O)COC(=O)c2c(C)noc2C)sc2c1CCC2
19	CC/C=C\[C@H](O)[C@H](O)C1=C(C)C(=O)[C@]2(O1)C(=O)N[C@@](OC)(C(=O)c1ccccc1)C2O (some centres not stated)
20	O=C(Nc1ccc2c(c1)OCCO2)C1CCN(S(=O)(=O)c2ccccc2)CC1
21	COc1ccc(C(=O)/C(=C\c2ccco2)N2C=CC=CC2=C(C#N)C#N)cc1
22	O=C(O)C1CC=CCC1C(=O)N1CC=C(c2ccccc2)CC1 (configuration not stated)
23	N#Cc1ccccc1Cn1cc(/C=C/[N+](=O)[O-])c2ccccc21
24	Cc1ccc(NC(=O)CSc2nnc(-c3cccnc3)n2CCN2CCCCC2)cc1

assay / entry	17	18	19	20	21	22	23	24
Runt-CBFb FRET	1	-1	2	-1	6	1	-1	-3
TbHK1 inh	0	2	-2	7	-25	-2	-7	-6
14-3-3 Bad PPI	0	4[fluorescence artefact?]	-4	11	-1	-1	-9	1
Runt-SMMHC FRET	-4	-1	-2	-1	-1	3	-5	-4
zVAD death inh	2.0	0.5	-0.5	0.3	97*	1.6	-0.5	0.1
p47phox inh	-6	-16	-2	22	-15	15	-28	-3
Mdm2 ligase inh	-9	-20	-2	-7	-15	-11	-11	8
EBV gp42 inh	-10	-8	-10	5	0	11	4	-10
Hck Nef HTS	-13	2	16	15	5	27	8	5

A second format for six compounds above:
# | canonical_smiles | Runt-CBFb FRET | TbHK1 inh | 14-3-3 Bad PPI | Runt-SMMHC FRET | zVAD death inh | p47phox inh | Mdm2 ligase inh | EBV gp42 inh | Hck Nef HTS
17 | CSc1ncc(S(=O)(=O)c2ccccc2)c(=O)[nH]1 | 1 | 0 | 0 | -4 | 2.0 | -6 | -9 | -10 | -13
18 | CCOC(=O)c1c(NC(=O)COC(=O)c2c(C)noc2C)sc2c1CCC2 | -1 | 2 | 4[fluorescence artefact?] | -1 | 0.5 | -16 | -20 | -8 | 2
19 | CC/C=C\[C@H](O)[C@H](O)C1=C(C)C(=O)[C@]2(O1)C(=O)N[C@@](OC)(C(=O)c1ccccc1)C2O (some centres not stated) | 2 | -2 | -4 | -2 | -0.5 | -2 | -2 | -10 | 16
20 | O=C(Nc1ccc2c(c1)OCCO2)C1CCN(S(=O)(=O)c2ccccc2)CC1 | -1 | 7 | 11 | -1 | 0.3 | 22 | -7 | 5 | 15
21 | COc1ccc(C(=O)/C(=C\c2ccco2)N2C=CC=CC2=C(C#N)C#N)cc1 | 6 | -25 | -1 | -1 | 97* | -15 | -15 | 0 | 5
22 | O=C(O)C1CC=CCC1C(=O)N1CC=C(c2ccccc2)CC1 (configuration not stated) | 1 | -2 | -1 | 3 | 1.6 | 15 | -11 | 11 | 27

(continued)
25	CC(C)OCCCNC(=O)CCN1C(=O)COc2ccccc21
26	O=C(Nc1ccccc1)c1cccnc1NCCc1ccccc1
27	COc1ccc(C(=O)Nc2ccc(-c3nnn(CC(=O)NCc4ccco4)n3)cc2)cc1
28	COc1ccc(-c2cc(N3C(=O)Nc4ccccc4N3O)n[nH]2)cc1OC
29	O=C(COC(=O)Cc1ccccc1[N+](=O)[O-])NCc1ccc(Cl)cc1
30	CCOC(=O)NNC1CC(=O)N(c2ccc(OC)cc2)C1=O (configuration not stated)
31	S=C(Nc1ccccc1)Nc1ccc(Br)cc1
32	CCn1nnnc1Oc1ccc(Cl)cc1

assay / entry	25	26	27	28	29	30	31	32
Runt-CBFb FRET	-1	-2	5	0	4	1	12	-3
TbHK1 inh	1	-7	-1	-7	1	2	-6	0
14-3-3 Bad PPI	4[fluorescence artefact?]	12[fluorescence artefact?]	23	5[fluorescence artefact?]	10[fluorescence artefact?]	2	-3	-12
Runt-SMMHC FRET	1	-4	1	-2	-1	4	-2	0
zVAD death inh	0.4	0.9	77*	0.9	0.6	0.0	-0.2	-0.3
p47phox inh	-4	-10	11	-1	-6	-5	-3	-9
Mdm2 ligase inh	-17	-16	x	-3	x	5	-20	-9
EBV gp42 inh	-16	6	8	-13	-29	-12	-9	-22
Hck Nef HTS	-6	0	17	0	3	2	-8	1

33	COc1ccc(C2C(C(=O)Nc3ccccn3)=C(C)Nc3ncnn32)c(OC)c1 (configuration not stated)
34	CC[N+](C)(CC)CC(=O)OCC1C(C)C=C(C)CC1C (configuration not stated)
35	CCn1c(SCC(=O)c2ccc(OC)cc2)nnc1C(C)NC(=O)c1ccc(OC)cc1 (configuration not stated)
36	O=S(=O)(c1ccccc1)c1cccc(S(=O)(=O)N2CCCCC2)c1
37	COc1ccc(CNC(=O)C(=O)NCC2OCCN2S(=O)(=O)c2ccc3c(c2)OCCO3)cc1 (configuration not stated)
38	COc1ccc(C(=O)NCC(=O)OCc2ccccc2F)cc1
39	O=C(CN1C(=O)NC2(CCc3ccccc3C2)C1=O)NCc1ccco1 (configuration not stated)
40	CCOCCCNC(=O)N[C@H](C(=O)OC)C(C)CC (some centres not stated)

assay / entry	33	34	35	36	37	38	39	40
Runt-CBFb FRET	0	-11	1	1	1	1	2	0
TbHK1 inh	-17	4	-9	5	-8	-1	-2	-6
14-3-3 Bad PPI	11	13	-6	1	3	-2	-2	1
Runt-SMMHC FRET	2	9	2	-6	1	2	2	1
zVAD death inh	0.2	-0.9	-0.2	0.3	4.1	4.3	0.8	0.1
p47phox inh	-3	5	-5	-10	-7	-10	-3	1
Mdm2 ligase inh	1	-14	-10	-9	x	-7	-6	0
EBV gp42 inh	33	-74	-9	-3	2	-16	-15	1
Hck Nef HTS	19	-6	3	0	0	8	17	-1

41	CC(C)C(=O)N1CCN(c2c(Cl)cccc2[N+](=O)[O-])CC1
42	Cc1ccc(NC(=O)C(C)Sc2nnc(-c3cccnc3)o2)cc1 (configuration not stated)
43	COc1ccc([N+](=O)[O-])cc1NC(=O)C(C)OC(=O)c1ccccn1 (configuration not stated)
44	Fc1ccc(COc2ccccc2CNCc2ccncc2)cc1
45	COc1ccc2c(c1)-c1c(ssc1=S)C(C)(C)N2S(=O)(=O)c1ccc(C)cc1
46	CCOC(=O)C(C(=O)NCc1ccc(C)cc1)c1ncc(C(F)(F)F)cc1Cl (configuration not stated)
47	CCN(CCNC(=O)C1=C(C)C(=O)OC12CCC(C)CC2)c1ccccc1 (configuration not stated)
48	CN1CCN(c2nc(Nc3cccc(C(F)(F)F)c3)nc(N3CCOCC3)n2)CC1
49	Cc1ccc(NC(=O)CN2C(=O)S/C(=C\c3cc(C)n(-c4cccc(C(=O)O)c4)c3C)C2=O)cc1
50	CCCCOc1ccc(NC(=O)CSc2cccc3cccnc23)cc1
51	CCOC(=O)CSc1nnc(CNC(=O)c2cccs2)n1Cc1ccccc1

assay / entry	41	42	43	44	45	46	47	48	49	50	51
Runt-CBFb FRET	1	-1	3	-1	23	-4	0	-5	11	-6	-3
TbHK1 inh	-3	-9	-13	9	-5	0	-7	1	-8	-5	4
14-3-3 Bad PPI	9[fluorescence artefact?]	-8	-3	-2	-4[fluorescence artefact?]	5	-8	-2	-2	-16	-5
Runt-SMMHC FRET	-5	-2	1	-1	6	-3	2	7	2	1	4
zVAD death inh	1.4	-0.1	2.2	0.1	-0.9	-0.4	0.4	35	0.5	1.2	0.0
p47phox inh	-9	-14	-5	-2	-18	-13	-10	-28	-4	-3	-2
Mdm2 ligase inh	17	-12	-12	-8	-22	21	x	-11	-20	-6	-3
EBV gp42 inh	-19	-6	0	-26	12	-13	-15	0	-14	-14	4
Hck Nef HTS	1	0	-5	4	0	3	27	0	-1	4	4
